Compound activity (PubChem)
AmpC inh no detg: qHTS Inhibitors of AmpC Beta-Lactamase (assay without detergent); hit rate 0.52% among 330,000; AID 485341, 2010; AmpC nitrocefin hydrolysis, absorbance 480 nm, 0.0001% Triton; Potency, µM (top dose mostly 57.1 µM), inactives show at the highest dose activity change, negative = inhibition, hits mostly inhibitors;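 also: potency is read from the fitted curve at half-maximal effect; plate controls were no compound for no effect and no enzyme for full effect; nearly all actives have a fitted effect of over 20% in size; some results filed as inactive show a strong effect at the top dose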
Target sequence (P00811 whole entry, looked up): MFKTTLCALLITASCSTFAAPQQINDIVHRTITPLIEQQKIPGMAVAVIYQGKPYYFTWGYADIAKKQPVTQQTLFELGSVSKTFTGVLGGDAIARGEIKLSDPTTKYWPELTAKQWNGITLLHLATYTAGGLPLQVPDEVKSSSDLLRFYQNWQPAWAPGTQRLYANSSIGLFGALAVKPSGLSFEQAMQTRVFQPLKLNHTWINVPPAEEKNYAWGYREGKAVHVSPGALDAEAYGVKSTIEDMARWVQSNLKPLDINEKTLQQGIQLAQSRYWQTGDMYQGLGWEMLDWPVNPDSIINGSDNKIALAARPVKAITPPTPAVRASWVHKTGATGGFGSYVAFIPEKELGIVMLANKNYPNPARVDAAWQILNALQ
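AmpC (5.3 nM in the dispensed reagent) in 20 mM phosphate pH 7.0 with 0.01% (detergent screen) or 0.0001% Triton X-100 was preincubated with compounds for 15 min at room temperature. Nitrocefin was then added from an 800 uM solution, and hydrolysis was followed at 480 nm.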
AmpC detergent: qHTS Inhibitors of AmpC Beta-Lactamase (assay with detergent) | P00811 | AmpC hydrolysis of nitrocefin, absorbance 480 nm, 0.01% Triton | Potency, µM (doses to about 114 µM), without a hit: top-dose activity change, negative = inhibition, actives largely listed as inhibitors | hit rate 0.041% among 370,000;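 also: potency is read from the fitted curve at half-maximal effect; 0% = no-compound wells and -100% = no-enzyme wells; nearly all actives have a fitted effect of over 25% in size; some results filed as inactive show a strong effect at the top dose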
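20 mM phosphate pH 7.0 + 0.01% (detergent screen) or 0.0001% Triton X-100; 5.3 nM AmpC reagent; cpd preinc 15 min RT; nitrocefin (800 uM stock) to start; A480 q20 s × 4 min; Activity was normalised to no-enzyme and no-compound control wells.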
HCV inh: qHTS Assay for Inhibitors of Hepatitis C Virus (HCV) | Huh7.5.1 HCVcc-Cre infection, luciferase reporter, 44 h | hit rate 3.4% among 340,000 | AID 651820, 2012 | Potency, µM (doses to about 41.8 µM), for inactives: at the highest dose activity change, negative = inhibition, hits mostly inhibitors; also: potency is read from the fitted curve at half-maximal effect
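Infectious HCVcc-Cre (~0.5 moi) was added to cells just after compound, with cells seeded 4 h earlier at 1,000 per well. Luciferase activity after 44 h culture reported infection; substrate was incubated 15 min at room temperature before reading.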
HCMV inh: qHTS Assay for inhibitors of the human cytomegalovirus (HCMV) | HFF cells, HCMV-luciferase reporter, 72 h; stronger effect = lower value | activity change, negative = inhibition, % at 57.5 µM | hit rate 4.5% among 410,000 | AID 1259415, 2018; in the data active = activity change below about -60%; inconclusive = no clear call, values can overlap the other calls; inactive = above about -39%
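Human foreskin fibroblasts infected with luciferase-reporter HCMV at MOI 1 PFU/cell, compounds at two doses. Luciferase measured 72 h post infection; normalized to buffer-only basal and Salinomycin (10uM) controls.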
Giardia FBPA inh: qHTS Assay for Inhibitors of Fructose-1,6-bisphosphate Aldolase from Giardia Lamblia; A8B2U2; purified Giardia FBPA; Potency, µM (doses to about 59.6 µM), for the others: at the highest dose activity, negative = inhibition, actives largely listed as inhibitors; hit rate 0.71% among 290,000; also: potency is read from the fitted curve at half-maximal effect; nearly all actives have a fitted effect of over 55% in size
Target sequence (A8B2U2 whole entry, looked up): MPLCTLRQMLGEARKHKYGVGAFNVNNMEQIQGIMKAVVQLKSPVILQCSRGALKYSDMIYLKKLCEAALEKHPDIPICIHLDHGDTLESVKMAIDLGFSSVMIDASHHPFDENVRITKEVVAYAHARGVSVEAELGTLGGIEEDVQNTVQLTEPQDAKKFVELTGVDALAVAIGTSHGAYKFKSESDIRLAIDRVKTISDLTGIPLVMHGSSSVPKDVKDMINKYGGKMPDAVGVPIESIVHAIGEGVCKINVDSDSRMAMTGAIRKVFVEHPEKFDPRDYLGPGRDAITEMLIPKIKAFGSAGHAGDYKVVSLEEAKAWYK
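Giardia FBPA (40 nM reagent) was preincubated 10 min at RT with compound (up to 57.5 uM final), then substrate plus GAPDH/TPI/NAD/arsenate coupling system with diaphorase/resazurin was added; resorufin fluorescence (525/598 nm) was read after 20 min.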
Sm TGR inh: qHTS Assay for the Inhibitors of Schistosoma Mansoni Peroxiredoxins; Schistosoma mansoni thioredoxin glutathione reductase (TGR), Q962Y6; hit rate 3% among 360,000; AID 485364, 2010; Potency, µM (top dose mostly 114 µM), inactives show at the highest dose activity change, negative = inhibition, usual class: inhibitors; purified TGR, DTNB reduction, TNB absorbance 405 nm; also: potency is read from the fitted curve at half-maximal effect; nearly all actives have a fitted effect of over 60% in size
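TGR 20 nM + NADPH 100 uM (dispensed conc.), cpd preinc 15 min RT; start with NADPH (500 uM addition) then DTNB (15 mM addition). Kinetic TNB absorbance, 405 nm filter. Four-parameter Hill fit across titration.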
Active calls of the source: *; ? = inconclusive; . = no result given; & = joins results of further samples; [ ] = dose if it differs, or a comment. Unless noted, calls follow the shape of the dose curve; as a rule, active = well fitted curve in the direction sought with a large enough effect; inconclusive = small, poorly fitted or top-dose-only effect, or another doubt; inactive = no such curve, though single readings can be large; an effect the other way counts as inactive or inconclusive. Unless noted, % is scaled to controls: 0 for no effect and ±100 for the full control effect.

nr	molecule	AmpC inh no detg	AmpC detergent	HCV inh
1	Cc1nc(CN2CCC(c3ccccc3)CC2)cc(=O)[nH]1	-15%	5%	-4%
2	Cc1ccc(C(c2nnnn2C(C)(C)C)N2CCC(C)CC2)cc1 (stereo unspecified)	19%	-1%	1%
3	CCN(Cc1nc(-c2cccc(C)c2)no1)C(=O)c1ccc2c(c1)OCO2	25%	-4%	4%
4	CCn1c2ccccc2c2cc(NC(=O)c3cccc(OC)c3)ccc21	?	-1%	11µM*
5	Cc1ccc(NC(=Nc2ccc(Br)cc2)N2CCOCC2)cc1C	32%	-3%	?
6	CCN(CC)CCCN1C(=O)C(O)=C(C(=O)c2cc3ccccc3o2)C1c1ccccn1 (stereo unspecified)	-14%	-1%	7%
7	O=C(NCCOc1ccccc1F)c1ccc2c(=O)n3c(nc2c1)CCC3	-15%	-2%	-3%
8	CCOc1ccc(-c2nnc(-c3ccncc3)o2)cc1OCC	15%	3%	?
9	COC(=O)C1=C(C)N(Cc2ccccc2)C(=NCc2ccc(OC)cc2)N[C@H]1c1ccccc1	43%&60%	?	?
10	COc1ccc(OC)c(NC2c3ccccc3C(=O)N2c2cccnc2)c1 (stereo unspecified)	0%	-10%	24%
11	CCCCc1ccc(C2C3=C(CC(C)(C)CC3=O)NC3=C2C(=O)c2ccccc23)cc1 (stereo unspecified)	?	-24%	13µM*
12	O=C(O)CCc1ncc(C(F)(F)F)cc1Cl	-6%	4%	1%
13	Cc1cccc(NC(=O)CCCN2C(=O)c3cccc4cccc(c34)C2=O)c1	-25%	2%	7%
14	COc1cccc2sc(N(C)c3ccccc3)nc12	84%[activator]	-1%	25µM*
15	CCc1c(C)sc(NC(=O)c2cnn3cccnc23)c1C#N	-9%	4%	-10%

nr	HCMV inh	Giardia FBPA inh	Sm TGR inh
1	-20	3%	5%
2	-39	0%	-22%
3	-7	-5%	-3%
4	45	-2%	7%
5	?	2%	7%
6	51	7%	1%[11.4 µM]
7	112	.	1%
8	?	-3%	.
9	-37	-8%	-28%
10	11	-21%	-9%
11	-86*	-4%	-11%
12	84	-5%	-12%
13	-22	9%	0%
14	38	-9%	26%
15	-15	8%	-3%

3 compounds already listed, arranged by SMILES length, smallest number first:
nr	molecule	AmpC inh no detg	AmpC detergent	HCV inh
14	COc1cccc2sc(N(C)c3ccccc3)nc12	84%[activator]	-1%	25µM*
2	Cc1ccc(C(c2nnnn2C(C)(C)C)N2CCC(C)CC2)cc1 (stereo unspecified)	19%	-1%	1%
13	Cc1cccc(NC(=O)CCCN2C(=O)c3cccc4cccc(c34)C2=O)c1	-25%	2%	7%

nr	HCMV inh	Giardia FBPA inh	Sm TGR inh
14	38	-9%	26%
2	-39	0%	-22%
13	-22	9%	0%

Later entries
nr	molecule	AmpC inh no detg	AmpC detergent	HCV inh
16	CN(C)/C=N/C1=C(C#N)C(c2ccc(Br)cc2)c2ccc3ccccc3c2O1 (stereo unspecified)	-25%	3%	4%
17	COc1ccccc1NC(=O)C(=O)NNS(=O)(=O)c1ccc2ccccc2c1	-44%	-2%	0%
18	OC1COC(O)C(O)C1O (stereo unspecified)	-18%	?	-14%
19	CCc1ccc(Nc2n[n+](-c3ccccc3)c(-c3cc(OC)c(OC)cc3Br)s2)cc1	-5%	?	?
20	Cc1ccc(CNC(=O)Cn2nnc(C(=O)Nc3cc(C)ccc3C)c2N)cc1	-16%	2%	0%
21	COc1ccccc1C(=O)Nc1ccc(C2=NNC(=O)CC2C)cc1 (stereo unspecified)	-14%	-5%	0%
22	Cc1nc2ccccc2c(=O)n1-c1cccc(O)c1	-11%	?	9%
23	CSc1ncc(C(=O)N2CCN(c3cc(Cl)ccc3C)CC2)c(C)n1	.	20%	.
24	CCN(Cc1ccccc1)S(=O)(=O)c1c[nH]c(C(=O)OC)c1	-14%	-13%	?
25	Cc1ccc(C(=O)N2CCCC(N3CCN(c4ccccc4C)CC3)C2)c(=O)[nH]1 (stereo unspecified)	18%	-9%	14%
26	CCN1CCN(c2cc(N3CCc4ccccc4C3)c(F)cc2[N+](=O)[O-])CC1	168%[activator]	-3%	4.5µM*
27	CC(=O)N(C(C)=O)c1ccc2nc(C)[nH]c(=O)c2c1	-8%	-5%	15%
28	CCCC(c1nnnn1C1CCCCC1)N1CCN(C(=O)c2ccco2)CC1 (stereo unspecified)	36%	-12%	-22%
29	CC1=CC=CN2C1=NC(=O)CC2(C)C(=O)N(CC(=O)NC1CCCC1)Cc1ccccc1 (stereo unspecified)	-3%	-12%	20%
30	CC1CN(S(=O)(=O)c2cccc(C(=O)Nc3ccc(S(=O)(=O)Nc4ncccn4)cc3)c2)CC(C)O1 (stereo unspecified)	-26%	1%	19%

nr	HCMV inh	Giardia FBPA inh	Sm TGR inh
16	-25	-7%	0%
17	4	-3%	3%
18	-39	.	0%
19	23	-6%	-8%
20	?	5%	-13%
21	40	0%	1%
22	31	4%	7%
23	-22	.	1%
24	-9	-22%	-18%
25	-70*	-6%	-34%
26	-25	-1%	0%
27	24	4%	-3%
28	26	-2%	-23%
29	-15	7%	-4%
30	-34	13%	-1%

Of the compounds above, these have an NH in an aromatic ring:
nr	molecule	AmpC inh no detg	AmpC detergent	HCV inh
1	Cc1nc(CN2CCC(c3ccccc3)CC2)cc(=O)[nH]1	-15%	5%	-4%
24	CCN(Cc1ccccc1)S(=O)(=O)c1c[nH]c(C(=O)OC)c1	-14%	-13%	?
25	Cc1ccc(C(=O)N2CCCC(N3CCN(c4ccccc4C)CC3)C2)c(=O)[nH]1 (stereo unspecified)	18%	-9%	14%
27	CC(=O)N(C(C)=O)c1ccc2nc(C)[nH]c(=O)c2c1	-8%	-5%	15%

nr	HCMV inh	Giardia FBPA inh	Sm TGR inh
1	-20	3%	5%
24	-9	-22%	-18%
25	-70*	-6%	-34%
27	24	4%	-3%

(listing goes on)
nr	molecule	AmpC inh no detg	AmpC detergent	HCV inh
31	COc1ccc(NC2=NCC(=O)N2c2ccccc2F)cc1	-10%	4%	16%
32	CC(C)(C)NC(=O)N1CCN(c2nc3ccc(Cl)cc3s2)CC1	84%[activator]	1%	13µM*
33	COc1ccc2[nH]c3c(c2c1)CCN1C(=O)N([C@@H](C)C(=O)NCc2ccccc2)C(=O)[C@]31C	27%	?	-24%
34	CC(C)Cc1ccc(C(C)C(=O)Nc2cccnc2)cc1 (stereo unspecified)	19%	3%	3.2µM*
35	Cc1ccc2c(c1)N(C(=O)CCC(=O)NCc1cccnc1)CC(C)O2 (stereo unspecified)	102%[activator]	?	-2%
36	CC(=O)c1ccc(NC(=O)CC(C)S(=O)(=O)c2ccc3c(c2)CCN3C(C)=O)cc1 (stereo unspecified)	-21%	-6%	-3%
37	Cc1ccc(C2=NOC3(CC(=O)N(c4ccccc4)C3=O)C2)cc1 (stereo unspecified)	-16%	2%	8%
38	COc1ccc(C(=N/O)/C(=N/O)c2ccc(OC)cc2)cc1	-49%	-14%	3%
39	O=C(CSc1nnnn1-c1cccc2c1CCCC2)N1CCCC1	26%	-6%	-12%
40	COc1ccc(CNC(=O)CN2C(=O)NC(C)(c3ccc(Cl)cc3)C2=O)cc1 (stereo unspecified)	-7%	-2%	1%
41	COc1ccc(NC(=O)C(=S)NC2CCCCC2)cc1	-24%	-12%	-10%
42	O=C(NCc1nnnn1-c1ccc(F)cc1)c1ccc([N+](=O)[O-])o1	-4%	?	?
43	CCC(=O)Nc1c2c(nn1-c1ccc(OC)cc1)CS(=O)C2 (stereo unspecified)	-6%	-23%	7%
44	Cc1cc(C(F)(F)F)nn1CC(=O)N(C)c1ccccc1	23%	0%	15%
45	CC1Cc2ccccc2N1C(=O)COC(=O)c1cccc(Br)c1 (stereo unspecified)	-31%	-2%	-19%

nr	HCMV inh	Giardia FBPA inh	Sm TGR inh
31	31	-9%	4%
32	.	2%	3%
33	14	-9%	-9%
34	-78*	0%	1%
35	14	-11%	11%
36	15	.	3%
37	47	5%	7%
38	7	1%	5%
39	-40	-4%	-7%
40	?	-7%	-2%
41	7	-9%	8%
42	?	.	?
43	17	3%	-9%
44	4	1%	7%
45	-20	.	-3%

Later entries:
nr	molecule	AmpC inh no detg	AmpC detergent	HCV inh
46	Cc1c(CN(C)C(=O)c2nn(C)cc2[N+](=O)[O-])cnn1C	-24%	?	15%
47	Oc1cccc(Nc2ncnc3ccccc23)c1	-30%	3%	?
48	COc1ccccc1CN1C(=NC(=O)C2CCCCC2)SC2CS(=O)(=O)CC21 (stereo unspecified)	-17%	-12%	13%
49	O=C(CNc1cccc([N+](=O)[O-])c1)NCCCc1ccccc1	-14%	-7%	-29%
50	Cc1ccc(CN2CCN(Cc3ccccc3)CC2)cc1	-11%	1%	2%
51	CCC(=O)Nc1cc(-c2cccc(C)c2)nn1-c1ccccc1	.	-8%	.
52	Oc1cccc(Nc2nc(N3CCOCC3)nc(N3CCOCC3)n2)c1	-31%	?	?
53	N=C1C(c2nc3ccccc3s2)=C(O)CN1NC(=O)c1ccco1	0%	-2%	-3%
54	Cn1cnc([N+](=O)[O-])c1Oc1ccc2ccccc2c1	-6%	-1%	?
55	CN=c1scc(C)n1/N=C/c1cc(Br)c(O)c(Br)c1	-38%	2%	20%
56	CCOC(=O)N1CCN(C(=S)Nc2cc(OC)c(OC)cc2C(=O)OC)CC1	11%	?	?
57	CCOC(=O)c1[nH]c(C)c(C(=O)Nc2ccc(C)c(C)c2)c1C	31%	-10%	?
58	CN(C)Cc1n[nH]c(=O)c2ccccc12	-13%	?	-11%
59	CCCc1nc(-c2ccc(-c3ccc(F)cc3)cc2)no1	-13%	?	-27%
60	CN(Cc1ccc(F)cc1)C(=O)CNC(=O)C1CCCCC1	-18%	1%	6%
61	Cc1ccc(N(C(=O)CCC(=O)Nc2ccccn2)C(C(=O)NC(C)C)c2ccc(F)cc2)cc1 (stereo unspecified)	7%	3%	-11%
62	CCN(CC)CCSc1nnc2c3ccccc3n(CCc3ccccc3)c2n1	80%[activator]	?	10µM*

nr	HCMV inh	Giardia FBPA inh	Sm TGR inh
46	-35	0%	3%
47	-18	-5%	-21%
48	129	7%	-6%
49	-21	3%	-21%
50	22	1%	0%
51	91	.	-6%
52	27	-12%	-33%
53	-31	5%	6%
54	23	-22%	14µM*
55	?	24%	-13%
56	9	-3%	4%
57	29	9%	-2%
58	31	2%	-5%
59	-12	-2%	2%[11.4 µM]
60	9	.	-1%
61	17	.	-8%
62	-79*	-7%	43%[activator]
